# TDP1 cell noCPT – qHTS for Inhibitors of human tyrosyl-DNA phosphodiesterase 1 (TDP1): qHTS in cells in absence of CPT; DT40 Tdp1-/- hTDP1 cells, no CPT, ATP luminescence, 48 h; Potency, µM (titrated, usually from 46.2 µM), for inactives: top-dose activity change, negative = growth inhibition, actives largely listed as inhibitors; hit rate 15% among 420,000; AID 686978, 2013; also: nearly all actives have a fitted effect of over 55% in size
#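 Chicken DT40 Tdp1-/- cells complemented with human TDP1, screened without camptothecin (DMSO vehicle only), 400 cells/well. Compounds pin-transferred, cells incubated at 37 °C for at least 48 hr. Growth read as ATP-dependent luminescence (CellTiter-Glo, 30 min at RT).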
# GCN5L2 inh – blocks human GCN5L2 histone acetyltransferase; GCN5L2 HAT assay, ThioGlo1 CoA-SH fluorescence; AID 504327; Q92830; Potency, µM (titrated, usually from 58.9 µM), for the others: at the highest dose activity change, negative = inhibition, most hits filed as inhibitors; hit rate 0.21% among 390,000
# Target sequence (Q92830 whole entry, looked up): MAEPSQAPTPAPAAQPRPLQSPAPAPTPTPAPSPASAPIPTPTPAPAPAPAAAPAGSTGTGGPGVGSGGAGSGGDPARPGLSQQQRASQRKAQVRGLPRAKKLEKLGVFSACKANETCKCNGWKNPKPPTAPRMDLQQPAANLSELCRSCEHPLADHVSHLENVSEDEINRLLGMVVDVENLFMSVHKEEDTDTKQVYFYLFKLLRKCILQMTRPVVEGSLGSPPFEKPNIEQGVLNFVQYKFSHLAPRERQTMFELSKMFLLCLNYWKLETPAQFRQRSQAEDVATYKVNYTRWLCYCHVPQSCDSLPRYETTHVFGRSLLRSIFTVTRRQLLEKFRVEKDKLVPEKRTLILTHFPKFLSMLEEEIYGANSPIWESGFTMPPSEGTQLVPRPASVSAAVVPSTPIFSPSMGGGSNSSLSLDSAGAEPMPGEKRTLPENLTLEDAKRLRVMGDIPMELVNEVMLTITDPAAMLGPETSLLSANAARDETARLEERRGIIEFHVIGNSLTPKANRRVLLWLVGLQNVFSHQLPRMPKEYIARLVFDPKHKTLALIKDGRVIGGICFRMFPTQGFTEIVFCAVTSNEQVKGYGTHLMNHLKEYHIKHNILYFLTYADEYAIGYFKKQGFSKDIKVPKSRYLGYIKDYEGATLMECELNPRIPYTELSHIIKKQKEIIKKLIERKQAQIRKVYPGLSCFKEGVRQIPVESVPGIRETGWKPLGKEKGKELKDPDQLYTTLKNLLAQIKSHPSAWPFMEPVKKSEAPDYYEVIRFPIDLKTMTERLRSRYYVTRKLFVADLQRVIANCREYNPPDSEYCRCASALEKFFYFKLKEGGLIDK
#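 GCN5L2 (20 nM) in 50mM HEPES pH 7.5, 0.1mM EDTA, 0.01% Tween-20 preincubated 15 min with compounds at room temperature. Reaction started with H3(1-25) 75uM, acetyl-CoA 70uM, ThioGlo1 50uM; CoA-thiol fluorescence (Ex340/Em540) read at 0 and 20 min.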
# DT40 TDP1 CPT – DT40-hTDP1 cell growth loss with CPT; chicken DT40 Tdp1-/-;hTDP1 cells + 20 nM CPT, ATP luminescence, 48 h; Potency, µM (doses to about 46.2 µM), without a hit: top-dose activity change, negative = growth inhibition, hits mostly inhibitors; hit rate 12% among 420,000; also: nearly all actives have a fitted effect of over 55% in size
#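 Cell growth measured by CellTiter-Glo luminescence after a minimum 48 h, 37 C compound exposure with 20 nM CPT in Tdp1-knockout DT40 cells stably expressing hTDP1, seeded 400/well; qHTS titration format.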
# An asterisk follows results filed as active; ? = inconclusive; . = no result given; & = joins results of further samples. Calls follow the shape of the dose curve; as a rule, active = well fitted curve in the direction sought with a large enough effect; inconclusive = small, poorly fitted or top-dose-only effect, or another doubt; inactive = no such curve, though single readings can be large; an effect the other way counts as inactive or inconclusive. % is scaled to controls: 0 for no effect and ±100 for the full control effect; potency is read from the fitted curve at half-maximal effect.
SMILES,TDP1 cell noCPT,GCN5L2 inh,DT40 TDP1 CPT
COc1ccc(-c2nc(SCC(=O)Nc3ccc4c(c3)OCCO4)c(-c3ccccc3)[nH]2)cc1,23µM*,-14%,?
COc1ccccc1CNC(=O)C(C)n1c(=O)cc(C(F)(F)F)c2c(C)nn(C)c21 (configuration not stated),?,2%,?
OC(c1cccc(Cl)c1)c1nc(-c2csc3ccccc23)cs1 (configuration not stated),?,.,15µM*
O=C(COC(=O)C1=Cc2ccccc2OC1)NCc1ccco1,-1%,-8%,0%
CCOCCCNC(=O)C1CCN(c2nn3cc(-c4ccc(F)cc4)nc3s2)CC1,15µM*,-4%,21µM*
O=C(/C=C/c1ccccn1)c1ccc(Br)cc1O,18µM*,-3%,21µM*
CCc1ccc(C(=O)CN2C(=O)NC(C)(c3ccc(C)cc3)C2=O)cc1 (configuration not stated),-24%,-7%,-15%
COc1ccc(CN(C(=O)c2nsc(Cl)c2Cl)C(C(=O)NC2CCCCC2)c2ccc(OC)cc2)cc1 (configuration not stated),23µM*,-28%,5.8µM*
CCC(C)n1c(SCC(=O)Nc2cc(C(C)(C)C)nn2-c2ccccc2)nc2ccccc2c1=O (configuration not stated),26µM*,-9%,?
O=C(C[n+]1cccc2cccc(O)c21)c1ccc(Br)cc1,-3%,.,-10%
O=C(Nc1nnc(S(=O)(=O)N2CCCc3ccccc32)s1)c1cccc(F)c1,?,4%,16µM*
CC(C)Nc1nc(Nc2ccc(C#N)cc2)c2sccc2n1,26µM*,.,15µM*

# Grouped by structure: the entries above with a carbonyl joined to an NH by a bond outside any ring.
SMILES,TDP1 cell noCPT,GCN5L2 inh,DT40 TDP1 CPT
COc1ccc(-c2nc(SCC(=O)Nc3ccc4c(c3)OCCO4)c(-c3ccccc3)[nH]2)cc1,23µM*,-14%,?
COc1ccccc1CNC(=O)C(C)n1c(=O)cc(C(F)(F)F)c2c(C)nn(C)c21 (configuration not stated),?,2%,?
O=C(COC(=O)C1=Cc2ccccc2OC1)NCc1ccco1,-1%,-8%,0%
CCOCCCNC(=O)C1CCN(c2nn3cc(-c4ccc(F)cc4)nc3s2)CC1,15µM*,-4%,21µM*
COc1ccc(CN(C(=O)c2nsc(Cl)c2Cl)C(C(=O)NC2CCCCC2)c2ccc(OC)cc2)cc1 (configuration not stated),23µM*,-28%,5.8µM*
CCC(C)n1c(SCC(=O)Nc2cc(C(C)(C)C)nn2-c2ccccc2)nc2ccccc2c1=O (configuration not stated),26µM*,-9%,?
O=C(Nc1nnc(S(=O)(=O)N2CCCc3ccccc32)s1)c1cccc(F)c1,?,4%,16µM*

# Next part
SMILES,TDP1 cell noCPT,GCN5L2 inh,DT40 TDP1 CPT
COc1cc(NC(=O)NC(C)c2c(-n3cccc3)sc3c2CCCC3)cc(OC)c1OC (configuration not stated),?,-3%,?
COc1cc(/C=C2\C(=O)N(C)C(=S)N2C)ccc1O,-23%,-3%,-20%
c1ccc(OCCNc2ccn3nc(-c4ccccc4)cc3n2)cc1,?,.,?
Cn1c(=O)c2c(ncn2CC(=O)OCC(=O)Nc2ccc(F)cc2Cl)n(C)c1=O,1%,-3%,12%
CCOC(=O)C1CCCN(C(=O)Cn2c(=O)cc(C)c3c(C)nn(C)c32)C1 (configuration not stated),?,9%,?
O=[N+]([O-])c1ccc(N/N=C/c2cccc(O)c2)cc1,21µM*,2%,?
Cc1nn(CC2CC2)c(=O)n1-c1cccc(Cl)c1,6%,2%,15%
CCNc1nc(SCC(=O)Nc2ccccc2)nc(N2CCOCC2)n1,-18%,-2%,?
CN(C)S(=O)(=O)N1CCN(c2ccc([N+](=O)[O-])cc2)CC1,-26%,-4%,-6%
Nc1ccn(C2OC(COP(=O)(O)O)C(O)C2O)c(=O)n1 (configuration not stated),1.2µM*,.,0.65µM*
CCc1cccc(CC)c1NC(=O)C1SC(=Nc2ccccc2C)C(c2nc3ccccc3s2)=C1N (configuration not stated),23µM*,-3%,?
COc1ccc(NC(=O)CCNS(=O)(=O)c2ccc3c(c2)CC(C)N3C(=O)C2CC2)cc1 (configuration not stated),-28%,-5%,?
COc1cccc(-c2nnc(NC(=O)c3cccs3)s2)c1,-18%,1%,-15%
COc1cc(CC(=O)Nc2ccc(N3CCOCC3)cc2)cc(OC)c1OC,-24%,1%,3%
Cc1cccc(C)c1NC(=O)CN(C)C(=O)C1CC(=O)N(c2cccc3ccccc23)C1 (configuration not stated),3%,-3%,0%
Cc1cc(C)cc(OCC(=O)N2CCC(c3nc4ccccc4s3)CC2)c1,?,-11%,?
CN(C(=O)COC(=O)CNC(=O)c1ccc(C(C)(C)C)cc1)c1c(N)n(Cc2ccccc2)c(=O)[nH]c1=O,-8%,-14%,2%
O=C(N/N=C/c1cccnc1)c1cc(-c2ccc(Br)cc2)nc2ccccc12,8.2µM*,-8%,12µM*
Cc1nc2nc(C(F)(F)F)[nH]c2nc1C,6%,.,0%
COc1ccc(-c2ccc(N(C)C)cc2)cc1[C@H]1[C@@H]2C=CCC[C@@]2(C)C(=O)N1Cc1ccccc1,21µM*,3%,29µM*
Cn1cc(Cl)c(C(=O)Nc2cnn(Cc3ccc(F)cc3)c2)n1,-18%,-3%,-29%
CCn1c(NCc2cc(Br)ccc2NS(=O)(=O)c2ccc(C)cc2)nc2ccccc21,?,-5%,?
CC(=O)c1cccc(NC(=O)Cn2c(-c3cncs3)nc3ccccc32)c1,?,0%,-2%
O=[N+]([O-])c1cc(-c2nnc(Nc3ccc(O)cc3)c3ccccc23)ccc1N1CCOCC1,15µM*,23%,16µM*

# Structures from the list above with a CF3 group, in the order listed:
SMILES,TDP1 cell noCPT,GCN5L2 inh,DT40 TDP1 CPT
COc1ccccc1CNC(=O)C(C)n1c(=O)cc(C(F)(F)F)c2c(C)nn(C)c21 (configuration not stated),?,2%,?
Cc1nc2nc(C(F)(F)F)[nH]c2nc1C,6%,.,0%

# The results go on:
SMILES,TDP1 cell noCPT,GCN5L2 inh,DT40 TDP1 CPT
CCOC(=O)COc1ccccc1-c1ccno1,-8%,-1%,-21%
O=C(Nc1ccccc1C(=O)N/N=C/c1ccco1)c1ccc(F)cc1,-29%,-10%,-16%
CCC(C(=O)N1CCN(S(=O)(=O)c2ccc(F)cc2)CC1)c1ccccc1 (configuration not stated),?,2%,?
CCN(CC(=O)Nc1ccc(OC)cc1)C(=O)c1cc([N+](=O)[O-])ccc1N1CCOCC1,-16%,-10%,?
Cc1cc(C)nc(N2CCCC(C(=O)NCCc3cccc(F)c3)C2)n1 (configuration not stated),-6%,-1%,-6%
CC(=O)c1ccc(-n2c(CCC(=O)O)ccc2-c2cccs2)cc1,-28%&-10%,-7%&-13%,-22%&-18%
CCCn1c(=N)c(C(=O)NCc2ccc3c(c2)OCO3)cc2c(=O)n3cccc(C)c3nc21,?,-2%,0%
O=C(NCC1CCCO1)C(=O)N/N=C/c1c(F)cccc1Cl (configuration not stated),-6%,-4%,-2%
CCCCn1c(-c2ccc(S(=O)(=O)N3CCOCC3)cc2)csc1=Nc1ccccc1,15µM*,3%,13µM*
CC(C)(C)NC(=O)CN(Cc1cccnc1)C(=O)c1csnn1,22%,-1%,-5%
O=C(NCc1nc(-c2ccc(C(F)(F)F)cc2)no1)Nc1cc(Cl)cc(Cl)c1,12µM*,-2%,10µM*
OC(CNc1nc2ccccc2s1)c1ccccc1 (configuration not stated),-9%,3%,-25%

# By substructure, the entries above with two or more sulfur atoms
SMILES,TDP1 cell noCPT,GCN5L2 inh,DT40 TDP1 CPT
OC(c1cccc(Cl)c1)c1nc(-c2csc3ccccc23)cs1 (configuration not stated),?,.,15µM*
O=C(Nc1nnc(S(=O)(=O)N2CCCc3ccccc32)s1)c1cccc(F)c1,?,4%,16µM*
CCc1cccc(CC)c1NC(=O)C1SC(=Nc2ccccc2C)C(c2nc3ccccc3s2)=C1N (configuration not stated),23µM*,-3%,?
COc1cccc(-c2nnc(NC(=O)c3cccs3)s2)c1,-18%,1%,-15%
CCCCn1c(-c2ccc(S(=O)(=O)N3CCOCC3)cc2)csc1=Nc1ccccc1,15µM*,3%,13µM*

# (further entries)
SMILES,TDP1 cell noCPT,GCN5L2 inh,DT40 TDP1 CPT
Cc1cc(=O)[nH]c(NN=C2C3CC4CC(C3)CC2C4)n1,17%,-4%,-4%
COc1ccc(CC2(CO)CCN(Cc3cc4ccccc4o3)CC2)cc1,16µM*,-5%,16µM*
CC(C)CN1CCNC(=O)C1CC(=O)NCCc1cnn(-c2ccccc2)c1 (configuration not stated),1%,-8%,-13%
Cc1cc(Nc2nc3ccccc3nc2Cl)n(-c2ccccc2)n1,16µM*,-4%,18µM*
CCc1nc2ccc(C(=O)NCCOc3ccc(OC)cc3)cn2c1N(CC)Cc1cccc(Br)c1,21µM*,.,18µM*
Cc1ccc(-n2c(C)cc(C(=O)NS(=O)(=O)c3ccc(C)cc3)c2C)cc1,?,-3%,-19%
c1ccc(COc2ncnc3c2ncn3CCCNCc2ccccn2)cc1,1%,.,5%
COc1ccc(-c2[nH]n(-c3ccc([N+](=O)[O-])cc3)c(=O)c2C=NCc2ccc(F)cc2)cc1,?,-9%,-26%
CCOc1ccc(C2Nc3ccccc3-c3nnc(SCc4ccccc4)nc3O2)cc1OC (configuration not stated),?,-5%,18µM*
COc1ccc(OCC(=O)Nc2nc3c(s2)CCCC3)cc1,?,-7%,?
c1csc(-c2nnc(N3CCOCC3)c3ccccc23)c1,?,-11%,6%
COc1ccc(C(=O)NNC(=O)c2ccccc2[N+](=O)[O-])cc1,4%,-3%,-15%
O=C(c1cccc(C(F)(F)F)c1)C1CCCN(C(=O)CCn2cnnn2)C1 (configuration not stated),-10%,-2%,2%
COC(=O)C1=C(C)N(CCCC(=O)O)C(=O)NC1c1cccc2ccccc12 (configuration not stated),1%,.,-10%
CC(=O)c1sc(N/N=C\c2c(O)ccc3ccccc23)nc1C,0.92µM*,.,0.92µM*
CCCCCOC(=O)c1ccc(N2C(=O)C3C4C=CC(C4)C3C2=O)cc1 (configuration not stated),-28%,-10%,-24%
COc1cnc(-c2cccc(C(F)(F)F)c2)nc1OC,-40%,-7%,-30%
CCN(CC(=O)Nc1ccccc1C(F)(F)F)C(=O)c1ccccc1OCc1ccc(F)cc1,21µM*,.,16µM*
CCCC(=O)Nc1cc(C)c(NC(=O)c2ccccn2)cn1,-26%,?,-2%
CCOC(=O)N1CCc2c(sc3c2c(=O)n(-c2ccc(CC)cc2)c(=O)n3C)C1,?,-4%,?
CNc1cnc(-c2ccc(C(=O)N3CCOCC3)cc2)cn1,-5%,.,?
CCc1ccc2cc(C)cc(C)c2n1,-20%,.,-15%
Cc1cc(NS(=O)(=O)c2ccccc2)c(C)c(Cl)c1O,-8%,-6%,1%
CC(NC(=O)Cc1cccs1)C(c1cccs1)N1CCN(c2ccccc2F)CC1 (configuration not stated),?,-18%,18µM*
C=CCNC(=S)NNC(=O)c1cccn(Cc2cccc(Cl)c2)c1=O,-4%,-7%,-11%
CCNC(=O)COC(=O)/C=C/c1cccs1,1%,-6%,-5%
Cc1ccc(SCc2c(C(=O)N/N=C/c3cccs3)nnn2-c2nonc2N)cc1,?,.,-20%
CCOC(=O)/C(=N\Nc1ccccc1[N+](=O)[O-])c1csc(N)n1,?,-3%,?

# Entries shown so far containing a COOH group:
SMILES,TDP1 cell noCPT,GCN5L2 inh,DT40 TDP1 CPT
CC(=O)c1ccc(-n2c(CCC(=O)O)ccc2-c2cccs2)cc1,-28%&-10%,-7%&-13%,-22%&-18%
COC(=O)C1=C(C)N(CCCC(=O)O)C(=O)NC1c1cccc2ccccc12 (configuration not stated),1%,.,-10%
